# Screening results from PubChem BioAssay.
# Hsp90 block = tumor Hsp90 inhibitors, primary screen, cell lysate, fluorescence polarization, NCI-N417 lysate; Cy3B-geldanamycin FP displacement; Heat shock protein HSP 90-alpha (Homo sapiens), P07900; 64,000 compounds, 0.35% hits; inhibition, % at 30 µM; AID 429, 2006;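 active means inhibition above 50%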;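 further: 0% = tracer plus lysate wells and 100% = tracer alone without lysate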
# MKP-1 inh = MKP-1 phosphatase inhibitors, primary screen, biochemical, in vitro | Dual specificity protein phosphatase 1 (Homo sapiens), P28562 | recombinant MKP-1, OMFP hydrolysis fluorescence | inhibition, %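 (compounds tested at a single concentration somewhere between 10 and 100 µM)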 | 65,000 compounds, 0.15% hits | AID 374, 2006;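 active means inhibition above about 50%, limit read from the data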;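 further: 0% = DMSO max control wells and 100% = wells with enzyme stopped by NaOH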
# Target sequence (P28562 whole entry, looked up): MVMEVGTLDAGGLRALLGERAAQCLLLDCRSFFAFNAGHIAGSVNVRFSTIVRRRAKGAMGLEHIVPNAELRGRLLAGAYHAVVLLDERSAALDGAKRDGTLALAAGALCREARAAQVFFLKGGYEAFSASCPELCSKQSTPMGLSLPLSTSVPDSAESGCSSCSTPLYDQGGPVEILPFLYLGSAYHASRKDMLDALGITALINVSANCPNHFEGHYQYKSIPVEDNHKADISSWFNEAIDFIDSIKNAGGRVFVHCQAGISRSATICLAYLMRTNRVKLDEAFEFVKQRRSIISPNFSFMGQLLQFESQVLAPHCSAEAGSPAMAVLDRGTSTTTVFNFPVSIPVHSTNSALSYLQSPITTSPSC
# CatB inh = human cathepsin B inhibitors, primary screen, biochemical, fluorogenic substrate; purified cathepsin B, fluorescence; inhibition, %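 (tested at 10 µM)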; AID 453, 2006; 63,000 compounds, 0.1% hits; in the data active means inhibition above about 21%;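 further: 0% = enzyme with no compound and 100% = no enzyme blank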
# CatB mixtures = cathepsin B inhibitors from pooled compounds, primary screen, biochemical, compound mixtures, AMC fluorescence; P07858; Purified cathepsin B, AMC dipeptide fluorescence; inhibition, %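 (ten-compound pools at 5 µM per compound and 50 µM total)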; 62,000 compounds, 0.06% hits; in the data active means inhibition above about 22%, passing the limit was not always enough;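 further: 0% = enzyme without compound and 100% = no enzyme blank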
# AP complement = alternative complement pathway inhibitors, primary screen, biochemical, ELISA, human serum, orthogonally pooled compounds. LPS-coated ELISA, C3 deposition; tested in compound mixtures. inhibition, % at 5 µM. 62,000 compounds, 0.08% hits. AID 1235, 2008;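 active means inhibition above 30% in each of the two pooled mixtures holding the compound, so the lower value exceeds 30%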;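 further: 0% = serum in Mg-EGTA without compound and 100% = EDTA serum blank; some compounds past the cut are filed as inactive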
#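 Test system: human serum complement alternative pathway, C3 deposition onto LPS / Medium: Mg2+-EGTA GVB++ buffer containing human serum at 1:15 dilution / Probe or stimulus: Plate-bound LPS / Times: 1 h at 37 °C / Signal: ELISA with HRP anti-human C3 antibody, TMB substrate, absorbance 450 nm / Measure: percent inhibition / Repeats: two pool placements per compound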
# Ec RNAP inh = E. coli RNAP inhibitors, biochemical. 62,000 compounds, 0.2% hits. inhibition, %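 (tested at 10 µM)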. E. coli RNA polymerase, fluorescence transcription assay. DNA-directed RNA polymerase subunit beta (Escherichia coli (strain K12)), P0A8V2; in the data active means inhibition above about 20%;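 further: 0% = enzyme without compound and 100% = no enzyme blank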
# D1 allo mod = D1 CRE-luciferase signal change, two-sided – cell-based, HEK293 D1, dopamine EC30, D1 allosteric modulator project, primary screen; D(1A) dopamine receptor (Homo sapiens), P21728; dopamine EC30 potentiation; actives deviate in either direction; B-score at 10 µM; 58,000 compounds, 5.9% hits;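 active means luminescence count or its row- and column-corrected plate score outside the 99.7% band of the plate's sample wells, on either side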
# Target sequence (P21728 whole entry, looked up): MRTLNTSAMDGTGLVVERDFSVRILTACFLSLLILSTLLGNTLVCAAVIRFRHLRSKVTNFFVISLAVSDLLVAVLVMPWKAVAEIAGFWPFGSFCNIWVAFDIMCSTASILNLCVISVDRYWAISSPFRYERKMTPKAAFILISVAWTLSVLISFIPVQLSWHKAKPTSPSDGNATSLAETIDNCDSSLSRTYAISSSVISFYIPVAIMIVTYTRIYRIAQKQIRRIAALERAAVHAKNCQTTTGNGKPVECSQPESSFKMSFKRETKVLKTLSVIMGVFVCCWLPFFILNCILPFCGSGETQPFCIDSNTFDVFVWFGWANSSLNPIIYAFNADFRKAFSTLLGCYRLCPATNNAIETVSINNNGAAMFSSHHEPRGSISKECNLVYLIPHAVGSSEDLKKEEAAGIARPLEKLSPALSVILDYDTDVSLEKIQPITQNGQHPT
# Ecoli tolC = growth inhibitors of E. coli tolC mutant, primary screen, strain BW25113 ΔtolC::kan, 384-well; OD615; 65,000 compounds, 2.2% hits; growth inhibition, % at 10 µM (by protocol); AID 573, 2007;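 active means growth inhibition at or above a cutoff equal to the mean over every tested compound plus 3 SD, cut at about 60% in these data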;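 further: growth measured after 20 h incubation at 37 °C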
#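 System: E. coli ΔtolC::kan strain BW25113; Buffer or medium: LB broth supplemented with 50 µg/mL kanamycin; Compound: 10 µM final, single dose; Incubation: bacterial growth with compound for 20 h at 37 °C; Signal: A615 absorbance measurement; Evaluation: growth inhibition in percent.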
# Cdc25B block = inhibitors of Cdc25B phosphatase catalytic domain, primary screen, biochemical, OMFP fluorescence; M-phase inducer phosphatase 2 (Homo sapiens), P30305; recombinant Cdc25B, OMFP fluorescence Ex485/Em525; inhibition, %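 (compounds tested at 10 µM final in the well)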; 65,000 compounds, 0.1% hits; AID 368, 2006; in the data active means inhibition above about 50%
# * = called active by the depositor; nt = not tested or not shown.
# Codes – A = Hsp90 block; B = MKP-1 inh; C = CatB inh; D = CatB mixtures; E = AP complement; F = Ec RNAP inh; G = D1 allo mod; H = Ecoli tolC; I = Cdc25B block
SMILES: Cc1cccnc1NC(=O)Nc1ccc(F)cc1
  A: -1.5; B: 6.0; C: -4.5; D: -6.8; E: -2.8; F: 3.8; G: -2.45*; H: 0.0; I: -0.6
SMILES: C[N+](C)(C)CCOP(=O)([O-])OC[C@H](O)CO
  A: -4.3; B: -12.6; C: -1.1; D: -1.0; E: -3.0; F: 7.4; G: 0.626; H: 9.6; I: 3.6
SMILES: COc1ccc(NC(=O)c2oc3ccccc3c2NC(=O)C2CC2)cc1
  A: -4.2; B: -7.4; C: -0.6; D: -3.1; E: -3.9; F: -3.9; G: -0.0474; H: -2.0; I: -1.4
SMILES: CCSc1ccccc1C(=O)N1CCN(c2ccccc2F)CC1
  A: -1.5; B: 3.7; C: -4.6; D: 4.2; E: 13.5; F: 2.3; G: 0.693; H: 18.2; I: -2.9
SMILES: COc1ccc(-c2noc(CN3CCN(c4ccccc4F)CC3)n2)cc1OC
  A: -10.3; B: -1.0; C: -5.9; D: 2.5; E: -13.9; F: -10.8; G: 0.304; H: 13.5; I: -6.0
SMILES: COc1ccc(-c2nc(N)nc(C)c2Oc2ccccc2Br)c(O)c1
  A: 3.0; B: 14.0; C: -1.1; D: 0.4; E: 10.9; F: -1.3; G: 0.0211; H: 35.3; I: -8.7
SMILES: O=C1CC(C(=O)Nc2ccccc2C(=O)O)C(c2ccccc2)O1 (stereo not drawn)
  A: 1.3; B: 4.8; C: 0.0; D: -9.4; E: 16.5; F: -0.1; G: 0.129; H: -2.5; I: 6.3
SMILES: COc1ccc(S(=O)(=O)Nc2c(C)n(C)n(-c3ccccc3)c2=O)cc1
  A: -2.2; B: 0.6; C: nt; D: 7.6; E: -3.3; F: 0.5; G: -0.754; H: -10.3; I: -3.5
SMILES: Cc1cccc(-c2c3c(=O)n(C)c(=O)n(C)c3c3nnc4ccccc4n23)c1
  A: -2.6; B: 11.2; C: nt; D: nt; E: nt; F: nt; G: 2.16; H: -11.3; I: 0.8
SMILES: Cc1ccc(OCC(=O)NCC(=O)n2nc(C)cc2C)cc1
  A: 0.5; B: -15.3; C: 1.9; D: nt; E: nt; F: 6.5; G: nt; H: 11.0; I: -33.9
SMILES: Cc1occc1C(=O)N1CCN(c2ncccn2)CC1
  A: -3.1; B: 1.8; C: 5.6; D: 7.0; E: -14.8; F: 4.6; G: -1.04; H: 0.6; I: -2.9
SMILES: Cc1cccc(N(CC(=O)NCC2CCCO2)C(=O)CCC(=O)Nc2cc(C)on2)c1 (stereo not drawn)
  A: 0.5; B: 42.3; C: 7.4; D: 7.5; E: -12.8; F: 5.2; G: -1.58; H: 6.8; I: 5.9
SMILES: CC(C)N1C[C@@]23C=C[C@@H](O2)C(C(=O)OCc2ccccc2)[C@H]3C1=O (stereo partly drawn)
  A: -2.4; B: -14.2; C: 0.3; D: -5.2; E: -4.3; F: 10.8; G: -0.326; H: -26.6; I: 5.8
SMILES: Cn1c(SCc2cnc(-c3ccccc3)s2)nnc1C1COc2ccccc2O1 (stereo not drawn)
  A: -1.6; B: 20.3; C: 0.6; D: -14.3; E: -2.6; F: 5.9; G: -0.218; H: -10.1; I: -6.4
SMILES: COC(=O)c1ccc(OC(=O)c2nn(C)cc2Cl)c(OC)c1
  A: -2.9; B: -0.9; C: -0.7; D: 4.0; E: 6.5; F: 5.3; G: -3.71*; H: -12.6; I: -5.6
SMILES: CC(C)(C)NC(=O)C(c1ccccc1)N(C(=O)c1ccco1)C1CC1 (stereo not drawn)
  A: -2.5; B: 3.3; C: -4.5; D: 4.3; E: 15.8; F: 6.3; G: 0.134; H: -21.7; I: -6.5
SMILES: C/C(N)=C(/C#N)C(=O)CSc1nc2ccc(C)cc2[nH]1
  A: -2.4; B: 4.3; C: -1.3; D: -3.0; E: 0.6; F: 7.1; G: -2.59*; H: -9.7; I: -15.4
SMILES: O=C(c1ccc2c(c1)C(=O)N(Cc1ccco1)C2=O)N1CCOCC1
  A: -3.5; B: 30.2; C: 2.6; D: -3.0; E: 13.5; F: 3.4; G: 0.111; H: -10.9; I: -1.4
SMILES: O=C(Nc1nc2c(s1)COc1ccccc1-2)c1cccs1
  A: -2.3; B: -1.3; C: 1.7; D: -2.9; E: 10.0; F: 6.5; G: 0.89; H: 23.0; I: -7.0
SMILES: CCn1c(SCc2cc(=O)[nH]c3ccccc23)nc2c1c(=O)n(C)c(=O)n2C
  A: -2.4; B: -15.8; C: 13.8; D: 6.6; E: 4.0; F: -2.4; G: 2.82; H: 5.5; I: -7.8
SMILES: Cc1onc(-c2ccccc2Cl)c1C(=O)Nc1nn[nH]n1
  A: -0.9; B: 0.1; C: -1.1; D: 1.0; E: 1.7; F: -6.7; G: -0.269; H: -1.0; I: -16.0
SMILES: CCc1cc2c(C)cc(=O)oc2cc1OC(=O)C1CCCN1C(=O)OC(C)(C)C (stereo not drawn)
  A: 0.5; B: 21.5; C: -1.1; D: 1.0; E: 3.3; F: -7.7; G: nt; H: 13.9; I: -4.0
SMILES: COCc1nc(-c2ccc(-c3ccc(C)cc3)nc2OC)no1
  A: -3.3; B: 4.8; C: -1.4; D: -3.9; E: -2.0; F: -3.9; G: 1.23; H: 9.1; I: -7.1
SMILES: CCOC(=O)C1=C(c2ccccc2)NC(=O)NC1c1ccc(N(C)C)cc1 (stereo not drawn)
  A: 2.9; B: -2.6; C: -1.0; D: 2.0; E: 12.6; F: 2.4; G: 1.34; H: 9.9; I: -8.0
SMILES: COc1cccc(C2c3c(oc4cc(C)c(C)cc4c3=O)C(=O)N2CCCN(C)C)c1 (stereo not drawn)
  A: -3.3; B: -8.5; C: 4.1; D: 3.5; E: -2.9; F: 9.6; G: -0.847; H: 3.1; I: -2.0
SMILES: CCc1ccccc1NC(=O)CSc1nnc([C@@H](NC(=O)OC(C)(C)C)C(C)C)o1
  A: -3.2; B: -8.4; C: 4.9; D: 5.2; E: 0.7; F: 6.2; G: -0.551; H: -3.8; I: 2.6
SMILES: COc1cccc(NC(=O)c2ccccc2-c2nc(-c3ccc(Cl)cc3)no2)c1
  A: -1.9; B: -30.3; C: 2.5; D: -1.4; E: -0.7; F: 6.1; G: -0.291; H: 35.9; I: 7.4
SMILES: COc1cc(NC(=O)c2ccco2)c(OC)cc1NC(=O)CCC(=O)Nc1cc(C)cc(C)c1
  A: -3.9; B: 16.1; C: 2.5; D: 3.9; E: -2.8; F: 14.6; G: 0.586; H: 9.8; I: -14.8
SMILES: COCCCNC(=O)c1c(-c2ccccc2)noc1C
  A: 1.8; B: -41.9; C: 1.1; D: 1.0; E: -12.3; F: 0.7; G: 0.189; H: -6.5; I: -4.4
SMILES: COc1ccc(S(=O)(=O)Nc2c(C(=O)O)[nH]c3ccccc23)c(OC)c1
  A: -6.5; B: -18.8; C: 2.1; D: -4.9; E: 13.6; F: 3.5; G: 0.148; H: 2.1; I: -1.5
SMILES: CN(C)C=C1C(=O)c2ccccc2C1=O
  A: -4.0; B: -8.6; C: 4.8; D: nt; E: nt; F: 9.6; G: -0.218; H: 10.5; I: -5.5
SMILES: CCCSc1nnc2nc(C)cc(C)n12
  A: -2.7; B: 6.3; C: 5.4; D: 2.1; E: -10.8; F: 4.3; G: 0.0607; H: 4.3; I: -3.6
